Screening data as filed in PubChem.
USP1 inh: Inhibitors of USP1/UAF1: Primary Screen. actives 0.23% (n = 390,000). AID 743255, 2014. Ubiquitin carboxyl-terminal hydrolase 1 (Homo sapiens), O94782. Potency, µM (top dose mostly 57.1 µM), for inactives: at the highest dose activity change, negative = inhibition, actives largely listed as inhibitors. recombinant USP1/UAF1, Ub-Rhodamine cleavage fluorescence; further: potency means the concentration at half of the fitted maximal effect; on the % scale 0 is the no-effect control and ±100 the full control effect; nearly all actives have a fitted effect of over 60% in size; inactives centre near -12
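USP1/UAF1 complex at 1 nM was preincubated with compound for 15 min at room temperature, then Ub-Rho substrate (150nM final) was added. Fluorescence (480/540 nm) was read kinetically, 6 reads every 60 seconds.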
GLS inhibitor: qHTS for Inhibitors of Glutaminase (GLS). Glutaminase kidney isoform, mitochondrial (Homo sapiens), O94925. GLS enzymatic activity, qHTS titration. Potency, µM (highest dose often 45.5 µM), without a hit: at the top dose activity change, negative = inhibition, actives largely listed as inhibitors. actives 0.21% (n = 410,000). AID 624170, 2012; further: potency means the concentration at half of the fitted maximal effect; on the % scale 0 is the no-effect control and ±100 the full control effect
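hKGA; 45 mM KH2PO4 pH 8.2 + 0.02% Tween-20; cpd via pin tool; 1 mM Gln soln; GluOx/HRP/Amplex Red; RT 30 min; fluor. t0 & final.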
HP1b chromo inh: HTS for Inhibitors of HP1-beta Chromodomain Interactions with Methylated Histone Tails | AlphaScreen HP1-beta / biotin-H3K9me3 peptide binding | Potency, µM (top dose mostly 114 µM), without a hit: at the top dose activity change, negative = inhibition, hits mostly inhibitors | actives 0.56% (n = 390,000); further: potency means the concentration at half of the fitted maximal effect; nearly all actives have a fitted effect of over 70% in size; inactives centre near 23
Target sequence (P83916 whole entry, looked up): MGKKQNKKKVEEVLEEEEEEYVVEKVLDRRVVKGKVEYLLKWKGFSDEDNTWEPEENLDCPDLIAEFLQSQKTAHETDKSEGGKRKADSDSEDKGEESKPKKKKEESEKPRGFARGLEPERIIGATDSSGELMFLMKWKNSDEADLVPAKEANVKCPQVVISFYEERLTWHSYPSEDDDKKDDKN
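Compound inhibition of the preformed complex between 50 nM HP1-beta and 50 nM biotinylated H3K9me3 peptide was read by AlphaScreen. Buffer was PBS pH 7.4 with 0.01% Tween-20. Incubations ran 30 min at room temperature, with 10 ug/mL donor/acceptor beads.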
IDH1 R132H inh: qHTS for Inhibitors of mutant isocitrate dehydrogenase 1 (IDH1): qHTS; Potency, µM (series often up to 76.6 µM), inactives show top-dose activity change, negative = inhibition, actives largely listed as inhibitors; actives 0.093% (n = 390,000); IDH1-R132H enzyme, NADPH consumption, diaphorase/resazurin fluorescence; further: potency means the concentration at half of the fitted maximal effect; on the % scale 0 is the no-effect control and ±100 the full control effect; nearly all actives have a fitted effect of over 65% in size
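IDH1-R132H (0.5 ug/mL) preincubated 30 min with compound, then NADPH (0.016 mM) and alpha-KG (2 mM) added; 80 min at RT, pH 7.5. Remaining NADPH coupled via diaphorase/resazurin to fluorescence (540/590 nm); concentration-response curves normalized to no-enzyme control.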
TrxR1 substrate: qHTS Assay for Substrates of Mammalian Selenoprotein Thioredoxin Reductase 1 (TrxR1): qHTS. AID 588456, 2011. purified TrxR1 substrate turnover, NADPH consumption readout. actives 0.01% (n = 390,000). Potency, µM (titrated, usually from 114 µM), without a hit: at the top dose activity change, negative = substrate turnover; further: potency means the concentration at half of the fitted maximal effect; on the % scale 0 is the no-effect control and ±100 the full control effect; nearly all actives have a fitted effect of over 50% in size
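Rat TrxR1, dispensed at 90 nM, was prereduced with 400 uM NADPH (final) for 5 min at ~22 deg C, then incubated with compound 15 min before 400 uM selenite. A first-read NADPH fluorescence drop versus no-compound background flagged substrates.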
PI4K2A block: qHTS for small molecular inhibitors of PI4K2A. purified PI4K2A, ADP-Glo luminescence, 1 h; hits give low values. activity change, negative = inhibition, % at 76.9 µM. actives 0.13% (n = 420,000); in the data active means activity change below about -50%; inconclusive means mostly about -30% to -49%;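 further: -100% = wells without enzyme as full effect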
Target sequence (Q9BTU6 whole entry, looked up): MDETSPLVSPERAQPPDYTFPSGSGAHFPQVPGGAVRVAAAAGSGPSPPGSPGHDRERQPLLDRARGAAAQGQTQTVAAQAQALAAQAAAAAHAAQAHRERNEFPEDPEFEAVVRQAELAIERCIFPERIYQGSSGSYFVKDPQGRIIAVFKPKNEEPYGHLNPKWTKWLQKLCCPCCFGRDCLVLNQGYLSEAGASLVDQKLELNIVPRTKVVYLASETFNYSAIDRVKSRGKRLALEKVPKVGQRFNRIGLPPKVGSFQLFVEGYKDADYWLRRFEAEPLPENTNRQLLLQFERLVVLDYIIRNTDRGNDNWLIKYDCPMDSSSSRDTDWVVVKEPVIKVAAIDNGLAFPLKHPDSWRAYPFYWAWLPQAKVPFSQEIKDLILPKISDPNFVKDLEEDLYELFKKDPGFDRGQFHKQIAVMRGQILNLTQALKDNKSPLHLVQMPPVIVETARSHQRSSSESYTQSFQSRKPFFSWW
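In this quantitative HTS, ADP production by PI4K2A was quantified luminescently after 1 h at ambient temperature; 100 microM adenosine served as plate-quality control.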
Pin1 inh: qHTS Assay to Find Inhibitors of Pin1; Peptidyl-prolyl cis-trans isomerase NIMA-interacting 1 (Homo sapiens), Q13526; Potency, µM (highest dose often 115 µM), without a hit: at the top dose activity, negative = inhibition, actives largely listed as inhibitors; actives 0.009% (n = 390,000); Pin1 FP peptide displacement, HiFluor488, 10 min; AID 504891, 2011; active means well fitted inhibition curve with a large enough effect in the polarisation, with a control signal flat, not every such curve was filed as active; inconclusive means small, poorly fitted or top-dose-only effect, or effect the other way, or a change in a side signal; inactive means no such curve, though single readings can be large or run the other way; the % refers to the polarisation; further: potency means the concentration at half of the fitted maximal effect; on the % scale 0 is the no-effect control and ±100 the full control effect
Target sequence (Q13526 whole entry, looked up): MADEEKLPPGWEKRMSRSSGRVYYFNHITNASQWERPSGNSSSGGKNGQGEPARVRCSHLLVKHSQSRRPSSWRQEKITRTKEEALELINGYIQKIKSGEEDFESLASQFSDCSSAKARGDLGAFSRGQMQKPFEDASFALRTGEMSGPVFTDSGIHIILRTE
PGK inhibitor: qHTS Assay to Find Inhibitors of Phosphoglycerate Kinase. PGK/GAPDH coupled, Kinase-Glo luminescence, 60 min. actives 0.043% (n = 380,000). Potency, µM (doses to about 57.5 µM), for the others: at the highest dose activity change, negative = inhibition, most hits filed as inhibitors; further: potency means the concentration at half of the fitted maximal effect; on the % scale 0 is the no-effect control and ±100 the full control effect; nearly all actives have a fitted effect of over 60% in size
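Recombinant glycosomal PGK reaction used 1,3-bisphosphoglycerate generated in-well by GAPDH (100nM final) in 100mM TEA pH 7.6, 5mM MgCl2, 0.01% Tween-20. After 60 minutes at room temperature, ATP was read by Kinase-Glo Plus luminescence end-point.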
rTrxR1 inhibitor: qHTS Assay for Inhibitors of Mammalian Selenoprotein Thioredoxin Reductase 1 (TrxR1): qHTS; Thioredoxin reductase 1, cytoplasmic (Rattus norvegicus), O89049; recombinant rTrxR1, NADPH fluorescence consumption, selenite substrate; AID 588453, 2011; Potency, µM (top dose mostly 114 µM), for inactives: at the top dose activity change, negative = inhibition, usual class: inhibitors; actives 1% (n = 390,000); further: potency means the concentration at half of the fitted maximal effect; on the % scale 0 is the no-effect control and ±100 the full control effect; nearly all actives have a fitted effect of over 65% in size
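Rat TrxR1 (90 nM in the dispensed reagent) was pre-reduced with 400 uM NADPH for 5 min at room temperature, then incubated with compound for 15 min. After 400 uM selenite was added, NADPH fluorescence (Ex 340/Em 450 nm) was followed for 8 min.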
An asterisk follows results filed as active; i = inactive; ? = inconclusive; nt = not tested or not shown; [ ] = dose if it differs, or a comment. Unless noted, the call rests on the fitted dose curve; in most records, active means well fitted curve in the direction sought with a large enough effect; inconclusive means small, poorly fitted or top-dose-only effect, or another doubt; inactive means no such curve, though single readings can be large; an effect the other way counts as inactive or inconclusive.

SMILES	USP1 inh	GLS inhibitor	HP1b chromo inh	IDH1 R132H inh	TrxR1 substrate	PI4K2A block	Pin1 inh	PGK inhibitor	rTrxR1 inhibitor
CCOc1ccccc1NC(=O)CCC(=O)O	-5%	-3%	31%	-2%	4%	1	6%	3%	14%
CCOC(=O)C1(Cc2cccc(Cl)c2)CCCN(C(=O)c2ccc(C)nc2)C1 (centres undefined)	-5%	0%	14%	2%	2%[57.1 µM]	-13	-13%	-11%	14%[57.1 µM]
CCOc1ccc(C(=O)NC(C)C2COc3ccccc3O2)cc1 (centres undefined)	-6%	4%	60%[activator]	6%	-5%	3	-1%	-7%	0%[57.1 µM]
Cc1cc(C(=O)CN2C(=O)c3ccccc3S2(=O)=O)c(C)n1-c1ccccc1	-1%	-8%	-14%	-4%	-6%	-4	?	i	-1%
COc1ccccc1-n1c(SCC(=O)O)nc2c(sc(=S)n2-c2ccc(C)c(C)c2)c1=O	-29%	17%	-3%	19%	-1%	4	-10%	-12%	14%
Cc1[nH]n(-c2ccccc2)c(=O)c1C(C[N+](=O)[O-])c1ccc(Cl)cc1 (centres undefined)	?	?	7%	5%	-15%[57.1 µM]	-25	-8%	-5%	-74%
O=C(NCC1CCCO1)c1ccc2c(c1)OCO2 (centres undefined)	?	5%	15%	5%	14%	0	-3%	-3%	13%
Cc1nc(-c2ccccc2)cs1	-14%	-2%	20%	0%	6%[57.1 µM]	-6	3%	-9%	8%[57.1 µM]
COc1ccc(S(=O)(=O)NCCS(=O)(=O)N2CCN(c3ccccc3)CC2)cc1C	-10%	26%	16%[57 µM]	9%	-10%[57.1 µM]	3	4%	-2%	-3%[57.1 µM]
COc1cc(OC)cc(C(=O)NC2CCSc3ccccc32)c1 (centres undefined)	-14%	-4%	23%	9%	6%	-2	0%	-3%	36%[activator]
CCc1ccc(C(=O)Cc2cc3cccc(OC)c3oc2=O)cc1	-13%	7%	42%[activator]	-1%	-2%	-1	-3%	-4%	16%
O=C(c1cc(Cl)nc2ccccc12)N(Cc1nnc(-c2ccc(Cl)cc2)o1)C1CC1	-19%	-1%	21%	8%	-4%	4	6%	i	12%
Cc1nc(Nc2ccc(S(=O)(=O)N3CCCCC3C)cc2)c2nnn(Cc3ccccc3)c2n1 (centres undefined)	-26%	2%	-3%	-1%	160%[activator]	1	-2%	3%	49%[activator]
O=C(N/N=C\c1c(O)ccc2ccccc12)c1ccc(S(=O)(=O)N2CCCCC2)cc1	?	-7%	5%	7%	7%[57.1 µM]	0	?	-4%	-1%[57.1 µM]
CC(C)CCCN1C(Nc2ccccc2)=NC[C@@H]1CC(C)C	-26%	-2%	69%[activator]	-4%	0%	2	-2%	i	4%
CSc1ccc(NC(=O)N2CCN(c3nc4ccccc4s3)CC2)cc1	-12%	8%	15%	-1%	-6%	-1	0%	-8%	0%
COc1ccc(C(=O)Nc2ccc(OC)c(OC)c2)cc1	4%	0%	14%	4%	5%	-6	-2%	-2%	22%
CCOC(=O)c1sc2ccccc2c1OC(=O)c1ccccc1	?	3%	114%[activator]	0%	-2%	-1	3%	-4%	-4%
O=S1(=O)CCN(Cc2ccccc2Cl)CC1	-8%	9%	20%	-3%	1%	3	-2%	3%	8%
O=C(NCc1ccccc1)c1ccc(Cl)c(NC2=NC3CS(=O)(=O)CC3S2)c1 (centres undefined)	0%	0%	26%	8%	-5%	-9	-9%	-1%	-3%[57.1 µM]
CC(C)[C@H](NC(=O)c1ccco1)C(=O)OCC(=O)N1CC(=O)Nc2ccccc21	-13%	-6%	59%[activator]	0%	4%	1	-9%	-6%	-14%
COc1cc(C(=O)OCCCOC(=O)c2cc(OC)c(OC)c(OC)c2)cc(OC)c1OC	1%	1%	5%	0%	-14%	4	-9%	-2%	-7%
COc1ccc2nc(SCC(=O)NC3CC3)c(C#N)cc2c1	?	3%	8%	-4%	8%	-4	17%	1%	13%
Cc1cc(C)cc(NC(=S)N2CCC(C(=O)c3ccc(F)cc3)CC2)c1	-15%	-3%	71%[activator]	17%	10%[2.29 µM]	0	5%	-4%	21%
Cc1ccc(CSCCNC(=O)/C=C/c2ccccc2Cl)cc1	?	0%	34%	9%	8%[57.1 µM]	3	-6%	-9%	30%[57.1 µM]
Cc1coc2c(C)c3oc(=O)c(CCC(=O)NCCc4ccc(Cl)cc4)c(C)c3cc12	-8%	5%	40%[activator]	9%	6%	-1	4%	0%	10%
COC(=O)Cn1cc(C(=O)C2CC2)c2ccccc21	-6%	11%	16%	-5%	-10%	0	-2%	-3%	-12%
COc1ccccc1NS(=O)(=O)c1cccc(C(=O)N(C)Cc2cccs2)c1	-11%	0%	23%	9%	-10%	1	-7%	i	-11%
CCN(CC)S(=O)(=O)c1ccc2c(c1)CC(C(=O)N1CCCC1)N2C(C)=O (centres undefined)	-6%	-5%	67%[activator]	-6%	3%	1	5%	nt	14%
CC1(C)Cc2cccc(Oc3cc(NN4CCCCC4)c([N+](=O)[O-])cc3[N+](=O)[O-])c2O1	-24%	-2%	-11%	-8%	-8%	4	-1%	-9%	-2%
Clc1ccc(N2CCN(/N=C/c3ccncc3)CC2)cc1	-20%	-1%	10%	7%	2%	0	4%	-7%	10%
CCOC(=O)C1CCN(C(=O)Cn2cnc3sc(C)c(S(=O)(=O)N4CCOCC4)c3c2=O)CC1	0%	4%	25%	0%	1%	-2	4%	-1%	18%
O=C(Nc1ccc(C2=NCCN2)cc1)c1ccc(C(=O)Nc2ccc(C3=NCCN3)cc2)c([N+](=O)[O-])c1	-26%	-1%	?	-13%	-5%	-3	?	2%	3%
COc1cccc(C2CC(C(F)(F)F)n3ncc(C(=O)NCc4ccco4)c3N2)c1 (centres undefined)	-19%	15%	-19%	0%	-13%	-12	0%	-1%	-25%
CCCc1nn(C)c2c1C(c1cccnc1)C(C#N)=C(N)O2 (centres undefined)	-13%	-7%	32%	5%	4%	-3	1%	-10%	-4%
O=C(CSC1=NCCN1)NC12CC3CC(CC(C3)C1)C2	-14%	4%	27%	9%	-5%	-16	0%	i	-10%
CC(OC(=O)C1CC(=O)N(Cc2ccccc2)C1)C(=O)Nc1cccc(C#N)c1 (centres undefined)	-8%	-2%	25%	6%	-2%	-8	-1%	-7%	-2%
CCOc1ccc(CN2CCN(C3CCSCC3)CC2CCO)cc1 (centres undefined)	-2%	4%	21%	8%	3%[11.4 µM]	4	-5%	-2%	21%[11.4 µM]
C=CCn1cnc2c(nnn2-c2ccc(C)c(C)c2)c1=O	-6%	5%	16%	3%	6%[57.1 µM]	2	-11%	-4%	20%[57.1 µM]
Cn1c(=O)c2c(nc(N3CCNCC3)n2Cc2ccccc2Cl)n(C)c1=O	0%	-14%	32%	3%	-18%[57.1 µM]	-6	-3%	i	19%[57.1 µM]
O=C(NCn1cnccc1=O)c1ccccc1	-15%	1%	8%	5%	7%	7	-2%	1%	25%
COCc1ccc(CN2CCC(Oc3ccc(C(=O)NCc4ccccn4)cc3)CC2)o1	-18%	0%	36%	4%	4%	1	4%	4%	-28%
C[C@@]12C(=O)N(Cc3ccco3)CC(=O)N1[C@H]1c3cc(Cl)ccc3OC[C@@H]1[C@@H]2c1ccccc1	-24%	-5%	18%	0%	11%	-5	-2%	0%	1%
Cn1c(=O)c2ncn(CC(=O)Nc3ccc(N4CCOCC4)cc3)c2n(C)c1=O	-9%	49%[activator]	12%	1%	7%[57.1 µM]	-1	-2%	-7%	26%
OCCCc1cn(-c2ccccc2)c2ccccc12	-19%	0%	7%	-4%	12%[57.1 µM]	-1	-18%	-3%	15%[57.1 µM]
O=C(COC(=O)c1cc(=O)[nH]c2ccccc12)Nc1nc(-c2ccc(F)cc2)cs1	-5%	-2%	55%[activator]	-12%	-2%	1	15%	-6%	23%

Only part of the results is shown. The share of hits here may be higher or lower than overall.
